# High-throughput results: PubChem BioAssay, several laboratories
# LMPTP block – blocks human LMPTP phosphatase; recombinant LMPTP-A, OMFP fluorogenic substrate, fluorescence intensity; P24666; inhibition, % at 20 µM; 360,000 tested, 0.22% active;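 active = compounds that cut the enzyme signal by at least half of the control window in the single-dose screen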;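 note: plate controls were DMSO wells with enzyme plus substrate for no effect and substrate without enzyme for full effect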
# Target sequence (P24666 whole entry, looked up): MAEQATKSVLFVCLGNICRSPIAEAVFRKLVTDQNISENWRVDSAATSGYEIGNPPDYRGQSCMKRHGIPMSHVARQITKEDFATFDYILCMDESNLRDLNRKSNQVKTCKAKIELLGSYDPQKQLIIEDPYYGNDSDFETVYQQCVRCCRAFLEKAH
#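 Material: LMPTP-A; amount: 0.625 nM enzyme; doses: single 20 µM dose; times: reaction 50 min, room temperature, dark; technique: fluorescence intensity of OMFP turnover product; benchmarks: no-enzyme and uninhibited controls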
# MsrA inhibitor – inhibits bovine methionine sulfoxide reductase A; purified bovine MsrA, absorbance read-out; inhibition, % at 15.5 µM; 360,000 tested, 0.75% active; AID 651718; in the data active = inhibition above about 4.5%;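 note: 0% = vehicle wells with enzyme and 100% = reference inhibitor wells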
# Scp1 inh – Scp-1 (human) phosphatase inhibition. Q9GZU7. Recombinant Scp1, phosphopeptide, malachite green phosphate absorbance. inhibition, % at 20 µM. 340,000 tested, 0.88% active. AID 493091;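 active = inhibition above about 50% at 20 µM, limit read from the data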;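 note: plate controls were DMSO wells with enzyme for no effect and wells lacking enzyme for full effect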
# Target sequence (Q9GZU7 76-261 limits assumed): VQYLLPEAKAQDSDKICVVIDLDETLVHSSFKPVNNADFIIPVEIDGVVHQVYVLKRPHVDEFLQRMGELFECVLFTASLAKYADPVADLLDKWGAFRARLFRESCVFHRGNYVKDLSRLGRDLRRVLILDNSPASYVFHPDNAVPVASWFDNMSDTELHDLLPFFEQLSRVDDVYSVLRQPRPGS
#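 System: truncated SCP-1 phosphatase (76-261aa); medium: Tris acetate buffer pH 5.5 with MgCl2 and Tween-20; incubation: 45 min room-temperature reaction, 5 min colour, 30 min stabiliser; compound: single 20 µM dose, 1% DMSO; reagent: Phosphorylated 17-residue peptide substrate; read-out: % inhibition at 20 µM; technique: colorimetric free-phosphate detection, absorbance 630 nm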
# CSN deneddyl inh – blocks human CSN-mediated cullin deneddylation. Purified CSN, SCF-Nedd8-OG deneddylation, fluorescence polarization. Q92905. inhibition, % at 12.5 µM. 360,000 tested, 0.38% active. AID 651999;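 active = pattern-corrected inhibition above about 35%, with an unprinted fluorescence ratio check between 0.5 and 1.5, limit read from the data, passing the limit was not always enough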;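 note: 0% = enzyme with substrate and 100% = substrate without enzyme; some results filed as inactive read as strong as hits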
# Target sequence (Q92905 whole entry, looked up, one chain of several): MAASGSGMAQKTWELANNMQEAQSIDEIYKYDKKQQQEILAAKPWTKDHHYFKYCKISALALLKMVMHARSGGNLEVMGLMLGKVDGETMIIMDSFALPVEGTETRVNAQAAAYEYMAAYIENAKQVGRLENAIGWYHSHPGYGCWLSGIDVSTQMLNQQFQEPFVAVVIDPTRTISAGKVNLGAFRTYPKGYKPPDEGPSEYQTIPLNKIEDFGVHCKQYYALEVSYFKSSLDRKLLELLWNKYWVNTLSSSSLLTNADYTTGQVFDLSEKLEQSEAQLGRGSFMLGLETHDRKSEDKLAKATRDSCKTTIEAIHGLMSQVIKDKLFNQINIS
#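 assay system = purified human Csn5 enzyme expressed in HEK293T cells | amount = 0.24 nM enzyme | buffer or medium = Tris/NaCl/DTT buffer, pH 7.5 | reagent = 10 nM SCFSkp2-Nedd8OG | compound = one concentration, 12.5 µM, 0.25% DMSO | times = 90 min reaction at room temperature | signal = FP | read-out basis = % inhibition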
# NadD block – NadD (S. aureus) enzyme inhibition; purified NadD enzyme, colorimetric absorbance read-out; 360,000 tested, 0.78% active; inhibition, % at 20 µM; AID 602399; in the data active = inhibition above about 26%; note: some compounds past the cut are filed as inactive
# Rpn11 inh – Rpn11 (human) deubiquitinase inhibition; calls only at 20 µM; O00487; human 26S proteasome, Ub4-pepOG fluorescence polarization; 20S core pre-blocked with epoxomicin; 360,000 tested, 0.59% active;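 active = inhibition at 20 µM, scaled to each plate's controls, above about 33%, limit read from the data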
# SUMO1-SIM PPI – SUMO1-SIM interaction modulation; P63165; SUMO1 binding to a labelled peptide, TR-FRET, 1 h; inhibition, % at 20 µM; 360,000 tested, 0.33% active; AID 602429; in the data active = inhibition above about 37%
# Target sequence (P63165 whole entry, looked up): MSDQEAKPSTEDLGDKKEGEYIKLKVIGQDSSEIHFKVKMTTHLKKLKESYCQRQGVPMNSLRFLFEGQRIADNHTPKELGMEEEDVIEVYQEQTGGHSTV
# STEP block – inhibitors of human striatal-enriched phosphatase STEP. P54829. recombinant STEP, OMFP fluorogenic substrate, fluorescence. inhibition, % at 20 µM. 360,000 tested, 0.25% active. AID 588621;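 active = inhibition at 20 µM, scaled per plate between control wells, above about 37%, limit read from the data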;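 note: 0% = DMSO with enzyme and substrate and 100% = substrate only without enzyme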
#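 System: STEP (striatal-enriched tyrosine phosphatase) enzyme, cell-free; medium: Bis-Tris pH 6.0 buffer with DTT, detergent; dosing: 20 µM, 1% DMSO; times: reaction 20 min, ambient temperature; detection: fluorescence, 480/540 nm; read-out basis: normalized % inhibition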
# DNMT1 inh – DNMT1 (human) enzyme inhibition; DNMT1 molecular beacon, Hinp1I cleavage, fluorescence; inhibition (reported as % activation of signal), % at 10 µM; 360,000 tested, 0.83% active; AID 588458; in the data active = inhibition above about 50%
# TbMetRS inhib – blocks T. brucei methionyl-tRNA synthetase activity; purified T. brucei MetRS, ATP depletion, Kinase-Glo luminescence; inhibition, % at 11.9 µM; 360,000 tested, 0.4% active;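 active = inhibition above a per-plate cutoff of the control wells' mean inhibition plus 3 SD, cut at about 5.5% in these data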;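 note: 0% = DMSO wells median and 100% = median of wells with control inhibitor compound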
#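 System: purified T. brucei MetRS enzyme / Detection: Kinase-Glo luciferase luminescence reporting remaining unconsumed ATP / Medium: HEPES buffer with MgCl2, KCl, DTT, spermine, BSA, pyrophosphatase / Replication: singlicate, one well per compound / Evaluation: percent inhibition relative to median high and low control wells / Schedule: 2 h aminoacylation at 25 °C after 15 min preincubation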
# Starred values were filed as active, the others as inactive; i = inactive; / = not tested or not shown.
mol,LMPTP block,MsrA inhibitor,Scp1 inh,CSN deneddyl inh,NadD block,Rpn11 inh,SUMO1-SIM PPI,STEP block,DNMT1 inh,TbMetRS inhib
COc1cc(C(=O)OC2C[C@H]3CC[C@@H](C2)N3)ccc1O (stereo partly drawn),3.1,0.5,2,3,-2,i,-8,-2,-1,-1.2
CS(=O)(=O)c1ccc(C2=C(CNC(=O)c3ccc([N+](=O)[O-])cc3)[C@H]3CC[C@@H](C2)N3Cc2ccccc2)cc1,-0.7,2.4,/,6,1,i,-30,0,-2,0.1
O=c1c2ccccc2nc(N2CCCC2)n1-c1ccccc1,-0.9,0.7,-7,2,-3,i,2,-3,5,-0.4
COc1ccc(CN2CCCC(C(=O)c3ccc(Cl)cc3)C2)c(OC)c1 (stereo not drawn),0.9,-0.6,-2,1,-4,i,0,2,-1,-0.1
Cc1ccc(C(=O)N2CC2C)cc1 (stereo not drawn),0.1,0.2,8,-11,1,i,2,-4,4,-0.6
CNC(=O)c1cccn(Cc2ccc(C(F)(F)F)cc2)c1=O,1.7,-0.7,-3,3,3,i,-1,1,-1,0.1
C=CCn1c(O)c(C=NCCN2CCNCC2)c(=O)[nH]c1=O,-9.8,-0.6,-8,-7,0,i,-2,0,-3,-0.7
COC(=O)C(O)(c1ccc(N(C)C(=O)COc2ccccc2)cc1)C(F)(F)F (stereo not drawn),-0.5,-1.4,-8,0,-2,i,4,-1,-5,-0.4
CCC(C#N)(CC)P(=S)(c1ccccc1)c1ccccc1,3.5,-1.5,-10,-5,3,i,5,2,5,0.5
CC(C)OCCCNC(=O)c1c(N)n(Cc2cccs2)c2nc3ccccc3nc12,4.2,0.0,23,7,-12,i,31,2,32,0.6
O=C(c1cc2ccccc2oc1=O)N1CCC2(CC1)OCCO2,0.0,1.4,12,1,6,i,-2,-1,5,-0.5
CCOP(=O)(CN(CC)CCNP(=O)(OCC)OCC)OCC,-3.3,0.4,-7,3,0,i,3,1,1,-1.3
NC(=O)c1cc(N2CC2)c([N+](=O)[O-])cc1[N+](=O)[O-],-0.9,3.9,4,-2,-3,i,-26,4,-1,-0.3
O=C(c1cc(-c2ccccc2)nc2ccccc12)N1CCC2(CC1)OCCO2,-1.7,2.0,-6,-1,-4,i,-3,-3,-1,-1.5
CCOc1ccc(NC(=O)c2c(O)[nH]c(=O)[nH]c2=O)cc1,-1.4,-0.5,-6,0,-3,i,7,0,9,-0.2
O=C(O)C1C2CCC(O2)C1C(=O)NC1CCCCC1 (stereo not drawn),-0.1,0.4,-3,-1,-3,i,-2,-4,3,-0.1
CCCCOC(=O)COc1cc(C)cc2oc(=O)c3c(c12)CCC3,-0.8,-1.5,-1,5,8,i,1,1,4,-0.1
O=P(Oc1ccccc1)(Oc1ccccc1)C(O)c1ccc(Cl)cc1 (stereo not drawn),0.6,0.0,-6,1,-6,i,-1,-2,4,0.0
COc1ccc(CCNC(C)CCc2ccc(OC)cc2)cc1 (stereo not drawn),0.1,-0.7,-2,2,-6,i,1,-1,-4,-0.2
CCCCn1c(NS(=O)(=O)c2ccc(C)cc2)c(C(=O)OCC)c2nc3ccccc3nc21,3.8,0.5,-5,25,23,i,34,-1,-21,1.9
C[N+]12CCC(CC1)C(C(O)(c1ccccc1)c1cccs1)C2 (stereo not drawn),-0.2,-1.1,32,2,13,i,2,0,2,-0.4
NC(=O)c1c(Br)n(C2OC(CO)C(O)C2O)c2ncnc(N)c12 (stereo not drawn),0.3,-0.4,0,-4,1,i,-2,-2,-1,-0.3
CCOC(=O)C(NC(=O)CC)(Nc1ccc(C(O)(C(=O)OCC)C(F)(F)F)cc1C)C(F)(F)F (stereo not drawn),-1.1,0.8,-15,-1,-3,i,4,-3,-1,-0.6
O=C(C[N+]12CCN(CC1)CC2)NCCc1ccc(Cl)cc1Cl,1.0,0.8,-4,1,-3,i,-1,-3,-2,-0.7
CC(=NCc1ccco1)c1c(O)n(-c2ccc(Cl)cc2)c(=O)[nH]c1=O,-1.2,2.5,-11,-1,-5,i,-4,2,0,-0.6
CC(C)NCC(O)c1ccc(C2CCCC2)cc1 (stereo not drawn),-1.0,-1.3,-8,1,-8,i,4,0,4,0.4
Cc1ccc(-n2c(O)c(C=Nc3ccc(S(=O)(=O)N(C)C)cc3)c(=O)[nH]c2=O)cc1,-0.8,0.9,0,9,6,i,2,2,1,0.3
Cc1cc(OC(=O)CCCNC(=O)OC(C)(C)C)c2c3c(c(=O)oc2c1)CCC3,0.7,0.7,-11,-2,2,i,-1,0,1,-0.2
Nc1c(Br)cc([N+](=O)[O-])cc1[N+](=O)[O-],-0.8,3.0,-6,0,0,i,-40,-1,2,0.0
O=P(CN1CCN(c2ccccc2)CC1)(N1CCCCC1)N1CCCCC1,-0.7,0.3,5,0,10,i,-1,0,4,-1.5
O/N=C1/C(=C\c2ccccc2)N2CCC1CC2,0.4,-0.3,-4,0,-1,i,-7,1,1,0.1
Cc1cc(OCC(=O)NCC(O)c2ccccc2)c2c3c(c(=O)oc2c1)CCCC3 (stereo not drawn),1.3,-0.3,-6,2,3,i,3,0,3,0.1
Cc1sc2ncn(CC(=O)NCC(=O)N3CCC4(CC3)OCCO4)c(=O)c2c1C,-1.9,-0.2,-5,-1,4,i,-3,-4,5,0.4
CCCCn1c(=O)c(C(=O)NCc2ccccc2OC)c(O)c2ccccc21,1.1,-0.9,-10,-1,-8,i,6,-2,2,-0.8
CCC(CC)C1C(C#N)=C(N)Oc2c1c(=O)oc1ccccc21 (stereo not drawn),4.7,0.5,-15,-1,-11,i,-3,-2,-3,-0.7
CCCCn1c(O)c(C(CC)=NCCCn2ccnc2)c(=O)[nH]c1=O,-7.2,-0.2,-2,0,-5,i,-4,0,0,0.1

# A section from the list above, as a working copy:
mol,LMPTP block,MsrA inhibitor,Scp1 inh,CSN deneddyl inh,NadD block,Rpn11 inh,SUMO1-SIM PPI,STEP block,DNMT1 inh,TbMetRS inhib
CCC(CC)C1C(C#N)=C(N)Oc2c1c(=O)oc1ccccc21 (stereo not drawn),4.7,0.5,-15,-1,-11,i,-3,-2,-3,-0.7
CCCCn1c(O)c(C(CC)=NCCCn2ccnc2)c(=O)[nH]c1=O,-7.2,-0.2,-2,0,-5,i,-4,0,0,0.1

# Remaining list, next part
mol,LMPTP block,MsrA inhibitor,Scp1 inh,CSN deneddyl inh,NadD block,Rpn11 inh,SUMO1-SIM PPI,STEP block,DNMT1 inh,TbMetRS inhib
Cc1cc(Br)c(NC(=O)CN2CC=C(c3ccccc3)CC2)c(Br)c1,9.3,0.6,3,1,6,i,-1,3,-3,-0.5
Cc1ccc(CN2CCCN(Cc3ccc(C)cc3)S2(=O)=O)cc1,2.4,-0.1,-8,2,-5,i,7,2,4,-0.2
CCCNc1nc(OC)nc(N2CC3CC(C2)c2cccc(=O)n2C3)n1 (stereo not drawn),-2.3,-0.8,8,-1,-7,i,2,-4,1,-0.3
Cc1ccccc1NS(=O)(=O)c1ccc(OCC(=O)N2CCN(C)CC2)cc1,-0.6,-1.2,-5,6,-1,i,3,6,0,-0.3
CCC(CO)(C(=O)OC1C[N+]2(C)CCC1CC2)c1ccccc1 (stereo not drawn),-0.4,0.3,94*,116,12,i,-2,1,1,0.1
CCc1c(C)nc(N)nc1N1N=C1SC,-1.1,0.5,-10,-2,4,i,-2,1,4,-0.6
Cc1ccc2c(c1)NP(=S)(Oc1ccccc1)N2 (stereo not drawn),-1.0,-0.4,0,-4,-2,i,9,-2,-12,-0.1
Cc1n[nH]c(C)c1CCN,-0.4,0.7,-10,-1,-2,i,2,6,3,0.1
CCOP(=O)(OCC)C(CC)N1CCOCC1 (stereo not drawn),-0.8,0.1,-5,5,4,i,4,-4,1,-0.9
COC(=O)CC1(CC(=O)OC)C(=O)NC(=O)NC1=O,-0.9,-0.1,-7,4,-2,i,-5,8,2,-0.8
Clc1cccc(Cl)c1CN1CCN(c2ccccc2)CC1,0.2,0.9,-5,-3,4,i,4,2,4,-0.4
CN1CCN(c2ccc([N+](=O)[O-])cc2Cl)CC1,0.4,0.3,2,0,0,i,-23,-4,5,-0.2
Fc1ccc(NC2=NCCS2)cc1Cl,0.1,0.7,-12,-3,-5,i,2,-3,2,-1.4
CCC(=O)Nc1ccccc1,0.0,1.1,-1,-4,0,i,5,1,-2,1.3
Cc1cc(O)c2c(C)c(CC(=O)N3C[C@H]4C[C@@H](C3)c3cccc(=O)n3C4)c(=O)oc2c1,-0.3,2.3,7,0,1,i,-3,-4,1,0.8
COc1ccc(S(=O)(=O)Cc2ccc(C(=O)N3CCC4(CC3)OCCO4)o2)cc1,-0.7,-1.1,-11,-2,1,i,1,2,3,-0.3
O=C(O)c1cccc2c1NC(C(=O)O)C1CC(Sc3ccccc3[N+](=O)[O-])C(Cl)C21 (stereo not drawn),79*,1.7,56*,31,14,i,88*,98*,104*,1.1
CCOc1ccc(N=Cc2c(O)n(-c3cc(C)cc(C)c3)c(=O)[nH]c2=O)cc1,-0.1,0.8,1,5,2,i,-11,2,1,0.3
O=C1NC(=O)N(c2ccccc2)C(=O)/C1=C\c1ccccc1[N+](=O)[O-],-1.4,1.0,7,1,1,i,6,2,-2,-0.1
CCC(=O)c1ccc(OCC(=O)N2CCN(CC(=O)Nc3ccc(C)cc3)CC2)cc1,-0.5,1.1,10,1,-5,i,0,-1,-1,-0.3
C[C@]12CCC3[C@@H](CC[C@H]4C[C@@H](O)CC[C@]34C)C1CCC2=O (stereo partly drawn),0.8,-0.8,-4,-2,-5,i,3,-3,2,-1.4
CC1C(=O)OC2CCN3CC4OC4(COC(=O)C(C)(O)C1(C)O)C23 (stereo not drawn),-0.6,-0.6,0,1,0,i,4,-4,-4,-0.1
CCCCC(=O)N/N=C/c1c(O)n(CCC2=CCCCC2)c(=O)[nH]c1=O,-2.5,0.0,-3,2,-2,i,2,1,0,-0.5
CCOC(=O)[C@@]1(C#N)[C@@H]2C=CC(C(N)=O)=CN2[C@@H](C(N)=O)[C@@H]1c1cccc(Cl)c1,1.6,1.7,-3,-10,8,i,0,-2,-15,-0.4

# An excerpt; the hit share may differ from the screen's.
